Source: PubChem BioAssay
GSK3 alpha inh – blocks human GSK-3 alpha kinase. inhibition, % at 10 µM. AID 2650. P49840. ADP-Glo luminescence, 60 min. 0.1% of 320,000 active;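 in the data active = inhibition above about 50%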;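 note: GST-tagged GSK-3 alpha with peptide substrate and 25 µM ATP; 0% = DMSO neutral wells and 100% = GW8510 positive control wells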
Target sequence (P49840 whole entry, looked up): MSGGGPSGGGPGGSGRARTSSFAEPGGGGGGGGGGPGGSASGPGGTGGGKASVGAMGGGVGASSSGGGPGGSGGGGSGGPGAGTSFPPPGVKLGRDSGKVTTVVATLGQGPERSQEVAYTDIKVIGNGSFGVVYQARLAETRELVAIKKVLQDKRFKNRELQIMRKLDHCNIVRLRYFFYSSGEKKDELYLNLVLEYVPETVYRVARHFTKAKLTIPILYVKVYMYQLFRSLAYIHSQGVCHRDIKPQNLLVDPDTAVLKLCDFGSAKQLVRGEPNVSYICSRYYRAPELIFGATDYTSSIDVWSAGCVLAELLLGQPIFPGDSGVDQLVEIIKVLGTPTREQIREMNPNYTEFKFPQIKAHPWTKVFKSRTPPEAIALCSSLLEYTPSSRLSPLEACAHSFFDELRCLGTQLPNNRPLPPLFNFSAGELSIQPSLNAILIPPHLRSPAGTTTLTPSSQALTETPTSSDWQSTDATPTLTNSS
KCNQ1 inh – blocks the human KCNQ1 potassium channel. P51787. B-score at 10 µM. 1.3% of 310,000 active. AID 2642. CHO-K1 KCNQ1, FluxOR thallium flux fluorescence; hits give high values;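 active = compounds whose thallium flux B-score, printed positive for inhibition, exceeds three library SD while starting fluorescence stays within three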;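 note: channel opened by potassium depolarization with thallium stimulus after 20 min compound exposure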
KCNQ1 pot – human KCNQ1 channel potentiation or activation; P51787; CHO-K1 KCNQ1, thallium flux FluxOR fluorescence; hits give high values; B-score at 10 µM; 0.35% of 310,000 active; AID 2648;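 active = fluorescence ratio B-score, a plate-corrected score, at least three library SD, with initial intensity B-score within 5 SD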
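Medium – assay buffer, equal DMSO in all wells · Material – CHO-K1 cell line with stable KCNQ1 potassium channel expression · Signal – kinetic FluxOR thallium fluorescence, 10-s 1-Hz baseline, 110-s post-stimulus read · Compound – single concentration per compound, DMSO matched to controls · Schedule – 37 °C overnight plating, 90-min dark dye load, 20-min compound pretreatment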
PolyA inh – blocks polyadenylation in yeast reporter cells; S. cerevisiae SKY197-pL101 polyadenylation reporter, beta-gal luminescence; efflux-impaired pdr1/pdr3 knockout yeast; score 100 = 6 SD above DMSO; calls only at 12 µM; 0.02% of 300,000 active; AID 1875;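 active = lowest replicate activity score at least 50, where 100 means six control SD above control mean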;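 note: yeast exposed to compound for 9 h at 30 °C; higher score means more reporter readthrough which indicates perturbed polyadenylation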
KCNK3 inh – human KCNK3 channel inhibition, primary screen; O14649; CHO-KCNK3 thallium flux, FluxOR fluorescence; hits give low values; B-score at 10 µM; 0.84% of 340,000 active; AID 602410;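 active = B-score under library mean minus 4 SD, starting fluorescence ratio at most library mean plus 5 SD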;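 note: more negative B-score means stronger inhibition of thallium flux through KCNK3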
KCNK9 block – blocks the human KCNK9 two-pore domain potassium channel; Q9NPC2; HEK293 KCNK9, FluxOR thallium flux fluorescence; hits give low values; B-score at 10 µM; 1.2% of 310,000 active;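 active = ratio B-score over 3 SD below the library mean, with starting fluorescence within 5 SD of its mean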;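 note: negative B-score means less thallium flux so channel inhibition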
GSK3B inh – human GSK3beta kinase inhibition; activity score (negative = inhibition), % at 10 µM; 0.038% of 300,000 active; GST-GSK3beta kinase, ADP-Glo luminescence, 60 min; hits give low values; P49841;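 active = more than half of replicate wells score below -50%, meaning over 50% inhibition versus plate controls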;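 note: 0% = median DMSO wells and -100% = median GW8510 positive control wells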
Target sequence (P49841 whole entry, looked up): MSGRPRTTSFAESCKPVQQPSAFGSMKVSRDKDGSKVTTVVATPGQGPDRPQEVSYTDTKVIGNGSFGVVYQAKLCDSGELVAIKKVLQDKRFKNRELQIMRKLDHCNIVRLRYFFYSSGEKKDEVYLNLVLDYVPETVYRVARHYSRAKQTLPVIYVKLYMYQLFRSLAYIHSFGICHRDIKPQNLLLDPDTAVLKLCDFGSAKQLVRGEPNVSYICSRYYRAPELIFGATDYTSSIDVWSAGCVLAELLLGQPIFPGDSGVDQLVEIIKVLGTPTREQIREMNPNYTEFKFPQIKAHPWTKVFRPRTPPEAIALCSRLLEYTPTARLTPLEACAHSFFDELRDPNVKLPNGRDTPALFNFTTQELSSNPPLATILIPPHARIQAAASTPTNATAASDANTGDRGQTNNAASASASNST
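Assay system: GST-tagged human GSK3beta kinase, cell-free; Input: 1.6 ng GSK3beta; Medium: Tris/MgCl2 kinase buffer; Timing: 60 min enzyme reaction, room temperature; Signal: ADP-Glo luminescence quantifying ADP generated by kinase; Evaluation: score relative to plate controls; Benchmarks: DMSO neutral wells and GW8510 at 20 µM as positive.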
DYRK1A inh – Dyrk1A (rat) kinase inhibition; inhibition, % at 12.5 µM; AID 504441; Q63470; ADP-Glo luminescence, NFATc1 peptide; 0.43% of 310,000 active; in the data active = inhibition above about 50%;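 note: plate controls were vehicle with enzyme for no effect and no enzyme for full effect; many of its hits are not listed in these tables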
RGS4 act – potentiators or activators of RGS4. HEK293 M3R/inducible RGS4, carbachol calcium flux Fluo4; hits give low values. B-score at 10 µM. 0.92% of 310,000 active. AID 463111;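 active = B-score of the integrated calcium signal more than 4 SD below the library mean, with starting fluorescence not abnormally high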;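 note: negative B-score means reduced calcium response which marks RGS4 activation or potentiation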
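Material: Inducible-RGS4 HEK293 cells carrying M3 receptor; also added: carbachol at ECmax as muscarinic agonist stimulus; incubation: compound preincubation 20 min at room temperature before agonist; signal: Fluo4-AM (2 µM) calcium-flux fluorescence, kinetic read; measure: integrated calcium ratio converted to B score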
RGS4 inh – human RGS4 inhibition; P49798; HEK293 M3R/RGS4 inducible, Fluo-4 calcium flux; hits give high values; triggered by carbachol at its EC20; B-score at 10 µM; 0.45% of 310,000 active; AID 463165;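 active = B-score, a plate-corrected calcium signal, over three deviations above library mean, with baseline fluorescence within five deviations of library mean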;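 note: RGS4 expression induced by doxycycline in cells with stable M3 receptor; B-score is computed from the integrated fluorescence ratio over baseline after carbachol; higher B-score means a larger calcium signal and so more RGS4 inhibition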
Target sequence (P49798 whole entry, looked up): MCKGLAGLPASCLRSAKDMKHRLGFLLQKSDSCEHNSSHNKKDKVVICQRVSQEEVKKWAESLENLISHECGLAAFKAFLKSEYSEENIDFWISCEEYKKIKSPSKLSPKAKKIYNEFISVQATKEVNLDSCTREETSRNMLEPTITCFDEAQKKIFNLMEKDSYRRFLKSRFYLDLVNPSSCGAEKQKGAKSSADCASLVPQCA
hERG protect – shields human hERG channel from block by proarrhythmic agents. Q12809. CHO-hERG, FluxOR thallium flux, dofetilide IC70 present. activation (rescue from dofetilide block), less the hit threshold, % at 10 µM. 0.51% of 310,000 active;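 active = activation above the mean of controls blocked by dofetilide plus 5 SD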;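 note: thallium influx through hERG after potassium depolarization seen as dye fluorescence rise; in these data hits start at about 4.7%; inactives centre near -7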
* = called active by the depositor; i = inactive; · = not tested or not shown.

cpd	canonical_smiles	GSK3 alpha inh	KCNQ1 inh	KCNQ1 pot	PolyA inh	KCNK3 inh	KCNK9 block	GSK3B inh	DYRK1A inh	RGS4 act	RGS4 inh	hERG protect
1	CCN(CC)C(=O)CSc1nnc([C@@H](NC(=O)OC(C)(C)C)C(C)C)o1	-2	i	i	i	i	i	4	1	i	i	-3
2	CCC(=O)N1C(=O)C2(Nc3ccccc3N2)c2ccccc21	-1	i	i	i	·	i	3	·	i	i	-11
3	C[N+]12CCCCC1[C@@H](CO)CCC2 (some centres not stated)	-1	i	i	i	i	i	-3	13	i	i	-13
4	Cc1cc(C)c2c(=O)[nH]n(C3CC(C)N(C)CC3C)c2n1 (configuration not stated)	1	i	i	i	i	i	0	2	i	i	-7
5	CC(C)(C)C1CCC(C(=O)NCC(c2cccs2)N2CCOCC2)CC1 (configuration not stated)	4	i	i	i	i	i	-1	-4	i	i	-11
6	CN(C)c1c(F)cc(C(=O)NCc2ccccc2)cc1F	-1	i	i	i	i	i	-2	·	i	i	-8
7	CN(Cc1c(C(=O)N2CCCCCCC2)nc2ccc(Cl)cn12)C1CCOC1 (configuration not stated)	-2	i	i	i	i	i	-3	11	i	i	-9
8	CCn1c(=O)c2cc(C(=O)N3CCN(C)CC3)sc2c2ccccc21	4	i	i	i	i	i	0	-2	i	i	-11
9	Cn1cnnc1SCC(=O)Nc1ccccc1	1	i	i	i	i	i	3	-2	i	i	-6
10	Cc1ccc(-n2ncc3c2CC(C)(C)CC3NC(=O)c2ccc[n+]([O-])c2)cc1 (configuration not stated)	-2	i	i	i	i	i	-3	-1	i	i	1
11	COCCNc1nc(C)cc(-c2cc(C(=O)NC3CCCC3)on2)n1	-3	i	i	i	i	i	1	-5	i	i	1
12	C=CCSc1nc2c(cnn2-c2ccc(C)c(C)c2)c(=O)[nH]1	-2	i	i	·	i	i	2	-2	i	i	-8
13	COC(=O)NC1c2ccccc2Oc2ccc(C)cc21 (configuration not stated)	-1	i	i	i	i	i	1	4	i	i	-4
14	COC(=O)c1ccc(S(=O)(=O)NCc2ccc(OC)cc2)n1C	-1	i	i	i	i	i	6	-5	i	i	-7
15	COc1ccc(OC)c(NC(=O)C2C3CC4OC(=O)C2C4C3)c1 (configuration not stated)	-1	i	i	·	i	i	1	4	i	i	0
16	CC(CN1CCOCC1)OC(=O)c1cccs1 (configuration not stated)	5	i	i	i	i	i	2	-2	i	i	-9
17	CC(=O)Nc1c(C(=O)N2CCOCC2)sc2nc3c(cc12)COC(C)(C)C3	1	i	i	i	i	i	2	7	i	i	-5
18	CN1C(=O)CC(c2ccco2)Sc2ccccc21 (configuration not stated)	0	i	i	i	i	i	2	-8	i	i	-12
19	CC(Cc1ccccc1)NC(=O)CC(c1ccccc1)c1ccccc1O (configuration not stated)	-4	i	i	i	i	i	1	2	i	i	-4
20	CCNC(=O)c1ccc(N(C)S(=O)(=O)c2cccs2)cc1	0	i	i	i	i	i	0	0	i	i	-10
21	NNC(=O)c1cc2cc(Oc3ccccc3)ccc2[nH]1	4	i	i	i	i	i	-4	-2	i	i	-7
22	O=C(O)CCc1ccc(-c2ccccc2)o1	-22	i	i	i	i	i	0	-6	i	5.1*	-7
23	NC(=O)C1CCCN(C(=O)c2ccc(Cl)cc2)C1 (configuration not stated)	-1	i	i	i	i	i	8	1	i	i	-8
24	CN(C)c1nc(Cl)nc(N(C#N)CCOc2ccccc2)n1	3	i	i	i	i	i	3	-6	i	i	-8
25	CCc1nc(SCC(=O)O)c2c3c(sc2n1)COC(C)(C)C3	-3	i	i	i	i	i	0	2	i	i	-9
26	C=CCNCCCCOc1ccc(OCC)cc1	0	i	i	i	i	i	0	4	i	i	-6
27	CCNC(=O)CC1C(=O)N(c2ccc(F)cc2)C(=O)N1Cc1ccccn1 (configuration not stated)	4	i	i	i	i	i	-1	4	i	i	-5
28	Cn1ccs/c1=N\C(=O)Nc1cccc(Cl)c1	6	i	i	i	i	i	1	4	i	i	0
29	CCOC(=O)C(=NCCCN1CCOCC1)NNc1cccc(C(F)(F)F)c1	0	i	i	i	i	i	0	4	i	i	-5
30	Oc1cccnc1Sc1cccc(C(F)(F)F)c1	-2	i	i	i	i	i	-1	4	i	i	-4
31	Oc1ccc(/C=N/Nc2cccc(Cl)n2)c(O)c1	4	i	i	i	i	i	-1	20	i	i	-6
32	COc1ccc(-c2ccc(CCC(=O)O)n2CC(=O)Nc2cccc(OC)c2)cc1	-2	i	i	·	i	i	2	4	i	i	-11
33	Cc1nnc(SCC(=O)c2ccc(Cl)cc2)s1	1	i	i	i	i	i	-1	7	i	i	-8
34	COc1ccc2c(c1)c1c3n2CCN(C)C3=NCC1	0	i	i	i	i	i	2	2	i	i	-3
35	CC(=O)c1sc(NC(=O)c2c(F)cccc2F)nc1C	-1	i	i	i	i	i	2	1	i	i	1
36	c1ccc(NCC2OCc3ccccc3CO2)cc1	0	i	i	i	i	i	-1	-2	i	i	-6
37	N#Cc1cc([N+](=O)[O-])ccc1NCC1CCCO1 (configuration not stated)	-2	i	i	i	i	i	0	-3	i	i	-3
38	COc1ccc(Cc2nnc(NC(=O)C3CCN(C(=O)c4ccco4)CC3)s2)cc1	-2	i	i	i	i	i	-6	3	i	i	-4
39	CCCCN(CC)CCCNC(=O)c1ccc(CSc2nc3ccncc3[nH]2)cc1	·	i	i	i	i	i	-1	7	i	i	-14
40	Cc1ccc(N(CCCCN2C(=O)c3ccccc3C2=O)C(=O)c2cccc([N+](=O)[O-])c2)cc1	-2	i	i	i	i	i	-2	5	i	i	-15
41	COC(=O)CC1(C(=O)OC)Oc2ccc(Br)cc2C(=O)N1c1cc(Cl)c(Cl)cc1Cl (configuration not stated)	-3	i	i	i	i	-8.6*	-5	7	i	i	-11
42	O=C(O)CCCN1C(=O)C2C3CC(C2C1=O)C1C(c2ccccc2)c2sc(=O)n(-c4ccccc4)c2SC31 (configuration not stated)	-1	i	i	i	i	i	2	-3	i	i	-4
43	Cc1nn(C)c(C)c1NS(=O)(=O)c1ccccc1	-2	i	i	i	i	i	-3	6	i	i	-13
44	C=CCc1ccc(OCC(O)CO)c(OC)c1 (configuration not stated)	0	i	i	i	i	i	-4	0	i	i	-4
45	COC(=O)c1ccc(N(CC(=O)NCC2CCCO2)C(=O)CCC(=O)Nc2cc(C)on2)cc1 (configuration not stated)	-1	i	i	i	i	i	-20	-2	i	i	-4
46	CC1(c2ccc3ccccc3c2)NC(=O)N(CC(=O)N2CCN(S(=O)(=O)c3ccccc3F)CC2)C1=O (configuration not stated)	-3	i	i	i	i	i	1	·	i	i	-13
47	CC(=O)CSc1nc2cc3c(cc2cc1C#N)OCCO3	8	i	i	i	i	i	1	3	i	i	-12
48	COc1ccc(-c2cc3c(=O)n(CC(=O)Nc4cccc(Cl)c4)ncn3n2)cc1	0	i	i	i	i	i	-2	·	i	i	-5

Quoted from the entries so far (2 entries):
cpd	canonical_smiles	GSK3 alpha inh	KCNQ1 inh	KCNQ1 pot	PolyA inh	KCNK3 inh	KCNK9 block	GSK3B inh	DYRK1A inh	RGS4 act	RGS4 inh	hERG protect
39	CCCCN(CC)CCCNC(=O)c1ccc(CSc2nc3ccncc3[nH]2)cc1	·	i	i	i	i	i	-1	7	i	i	-14
40	Cc1ccc(N(CCCCN2C(=O)c3ccccc3C2=O)C(=O)c2cccc([N+](=O)[O-])c2)cc1	-2	i	i	i	i	i	-2	5	i	i	-15

Next part.
cpd	canonical_smiles	GSK3 alpha inh	KCNQ1 inh	KCNQ1 pot	PolyA inh	KCNK3 inh	KCNK9 block	GSK3B inh	DYRK1A inh	RGS4 act	RGS4 inh	hERG protect
49	CC(C)NC(=O)C1CCCN(c2nnc(-n3cccc3)s2)C1 (configuration not stated)	1	i	i	i	i	i	2	2	i	i	-6
50	O=C(NCCS(=O)(=O)NCc1cccnc1)c1ccccc1	-3	i	i	i	i	i	0	-10	i	i	-8
51	Cc1ccc(SCC(=O)NCC2CCCO2)cc1 (configuration not stated)	-1	i	i	i	i	i	1	·	i	i	-8
52	CCN(CC(=O)NCc1ccc(Cl)cc1)C(=O)CN1C(=O)NC(CC)(c2ccccc2)C1=O (configuration not stated)	-3	i	i	i	i	i	1	1	i	i	-8
53	CC(C)(C)NC(=O)COc1ccc(-c2ccccc2)cc1	0	i	i	i	i	-7.7*	-1	3	i	i	-18
54	O=C(c1ccco1)N1CCN(S(=O)(=O)c2ccc(Oc3ccccc3)cc2)CC1	-2	i	i	i	i	i	2	-6	i	i	-10
55	O=C(NCCN1CCN(C(=O)Nc2ccccc2)CC1)Nc1ccccc1	-5	i	i	i	i	i	2	8	i	i	-5
56	Cc1ccccc1-c1cc2nc(C)c(Cl)c(=O)n2[nH]1	1	i	i	i	i	i	2	-1	i	i	-4
57	N#CCc1c(C#N)c(N)nc(Nc2ccccc2)c1C#N	3	i	i	i	i	i	-4	-2	i	i	-7
58	C=CCNC(=S)NNC(=O)c1csc(C)c1CC	-2	i	i	i	i	i	0	6	i	i	-11
59	COn1c(SCc2cccc(Cl)c2)nc2ccccc2c1=O	-2	i	i	i	-11*	-9.7*	5	-2	i	i	-2
60	O=C(OCC(=O)N1CCOCC1)c1cc(F)c(F)cc1Cl	0	i	i	i	i	i	-4	0	i	i	-16
61	COC(=O)C(Cc1ccc(OC(=O)c2ccccc2Cl)cc1)N1Cc2ccccc2C1=O (configuration not stated)	-4	i	i	i	i	i	-1	0	i	i	-7
62	O=C(COC(=O)c1ccccc1C(=O)c1ccc(Cl)c([N+](=O)[O-])c1)NC1CCCCCC1	-3	i	i	i	i	i	1	3	i	i	-13
63	Nc1ccccc1NC(=O)c1ccccc1	-4	i	i	i	i	i	1	1	i	i	-8
64	CCN(CC)S(=O)(=O)c1cccc(C(=O)NCC(c2ccccc2)N(C)C)c1 (configuration not stated)	1	i	i	i	i	i	-1	0	i	i	-13
65	CCCCC(=O)Nc1nn(CC)c2nc3c(C)cccc3cc12	0	i	i	i	i	i	2	0	i	i	-4
66	O=C(NCC(=O)N(Cc1ccccc1)C(C(=O)NCC1CCCO1)c1ccccc1)c1cccs1 (configuration not stated)	-4	i	i	i	i	i	-1	0	i	i	-15

This is a subset (hit frequency here may not be typical).
